ERG Ets-DNA blk: blocks human ERG Ets domain binding to DNA | fluorescence polarization, His-ERG Ets domain / labelled DNA | Potency, µM (titrated, usually from 76.9 µM), for inactives: at the highest dose FP activity, negative = inhibition, usual class: inhibitors | 0.028% of 370,000 active; active = well fitted inhibition curve with a large enough effect in the polarisation, with a control signal flat; inconclusive = small, poorly fitted or top-dose-only effect, or effect the other way, or a change in a side signal; inactive = no such curve, though single readings can be large or run the other way; the % refers to the polarisation;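 also: polarization taken with two DNA probes labelled with fluorescein and Texas red; potency is read from the fitted curve at half-maximal effect; % of control where 0% means no effect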
Target sequence (P11308 whole entry, looked up, the tested form may be a part): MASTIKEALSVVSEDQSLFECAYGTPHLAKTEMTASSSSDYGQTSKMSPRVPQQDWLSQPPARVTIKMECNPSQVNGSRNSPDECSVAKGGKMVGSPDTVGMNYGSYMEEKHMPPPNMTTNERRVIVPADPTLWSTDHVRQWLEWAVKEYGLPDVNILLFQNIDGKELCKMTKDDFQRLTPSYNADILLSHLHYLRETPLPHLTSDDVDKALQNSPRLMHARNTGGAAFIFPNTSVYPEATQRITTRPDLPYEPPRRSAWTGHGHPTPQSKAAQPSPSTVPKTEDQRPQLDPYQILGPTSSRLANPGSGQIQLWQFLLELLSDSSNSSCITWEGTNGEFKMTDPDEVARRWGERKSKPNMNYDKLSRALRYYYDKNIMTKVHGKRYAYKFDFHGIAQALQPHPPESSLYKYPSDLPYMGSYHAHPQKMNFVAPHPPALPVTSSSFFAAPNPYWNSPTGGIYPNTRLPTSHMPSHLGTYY
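His-tagged ERG Ets domain (1 uM in the protein solution; 300mM KCl, 50mM Tris-HCl, 1mM EDTA, 1mM DTT, pH 7.5) received compound, then a probe mix of 5 nM fluorescein-DNA and 100nM Texas-615-DNA. Fluorescence polarization was read for both dyes.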
LDHA block: inhibitors of human lactate dehydrogenase A; P00338; 0.15% of 480,000 active; activity change, % (values are at about 110 or 230 µM); purified LDHA, NADH/diaphorase-resazurin fluorescence; stronger effect = lower value; in the data active = activity change below about -30%; inconclusive = mostly about -25% to -30%;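 also: plate controls were DMSO wells for no effect and wells without enzyme for full effect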
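LDH5 2 nM; NADH 0.06 mM, pyruvate 0.2 mM; 200 mM Tris pH 7.4, EDTA, Tween-20; 5 min RT. Detection: diaphorase 0.133 mg/mL + resazurin 37 µM, fluorescence ex540/em590 at 0 and 20 min; normalized to enzyme-free and DMSO wells.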
D2 antagonist: antagonizes the human D2 dopamine receptor | AID 485344 | P14416 | HEK293 TREx D2 cells, calcium flux, dopamine EC80 | 2% of 340,000 active | inhibition, % at 10 µM; in the data active = inhibition above about 30%; also: 0% is about no effect
Target sequence (P14416 whole entry, looked up): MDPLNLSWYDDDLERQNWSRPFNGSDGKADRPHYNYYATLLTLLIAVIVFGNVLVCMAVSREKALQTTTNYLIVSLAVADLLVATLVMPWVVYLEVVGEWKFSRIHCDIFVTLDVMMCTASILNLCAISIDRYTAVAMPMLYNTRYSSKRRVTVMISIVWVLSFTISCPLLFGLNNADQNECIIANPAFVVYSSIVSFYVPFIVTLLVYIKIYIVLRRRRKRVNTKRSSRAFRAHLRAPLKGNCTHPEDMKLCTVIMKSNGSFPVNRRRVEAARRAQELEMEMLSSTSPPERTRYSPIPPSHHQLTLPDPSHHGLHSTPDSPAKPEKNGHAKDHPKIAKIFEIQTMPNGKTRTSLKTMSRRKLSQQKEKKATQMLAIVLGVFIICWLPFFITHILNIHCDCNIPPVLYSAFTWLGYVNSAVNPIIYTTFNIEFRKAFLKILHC
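Dopamine at EC80 is the agonist stimulus; test compounds precede it by 180 s. Calcium flux read kinetically in a force-coupled, inducible HEK293 T-REx D2 cell line.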
Vif-A3F inh: Vif-A3F binding inhibition. HeLa A3F-eYFP + Vif (tagged APOBEC3F with the HIV-1 protein that degrades it), YFP fluorescence increase. Potency, µM (highest dose often 46.1 µM), inactives show at the highest dose activity, negative = active. 0.2% of 390,000 active. AID 602313; also: potency is read from the fitted curve at half-maximal effect; % of control where 0% means no effect; nearly all actives have a fitted effect of over 65% in size
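HeLa cells stably expressing Vif plus C-terminally eYFP-tagged A3F were seeded, incubated overnight at 37 deg C, dosed with compound, incubated overnight again at 37 deg C. Yellow fluorescence (Ex 488/Em 500-530) reported blocked Vif-mediated A3F-eYFP degradation.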
ALOX12 inh: inhibitors of human 12S-lipoxygenase ALOX12; AID 1671190; purified 12hLO, xylenol orange hydroperoxide absorbance; P18054; Potency, µM (series often up to 108 µM), without a hit: top-dose activity change, negative = inhibition, hits mostly inhibitors; 1.1% of 580,000 active; also: potency is read from the fitted curve at half-maximal effect; % is scaled to controls: 0 for no effect and ±100 for the full control effect
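Purified human 12hLO (150 nM final) in 25 mM Hepes, 0.01% Triton X-100, pH 7.0 was preincubated 15 min at room temperature with compound. Then 40 uM arachidonic acid was added, 30 min. Hydroperoxide was read by Fe-XO absorbance ratio 573/405 nm.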
D2 agonist: activates the human D2 dopamine receptor; AID 485358; activation, % at 2 µM; 0.53% of 340,000 active; P14416; HEK293 T-REx D2 cells, calcium flux agonist mode;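 active = activation over 3 SD above normal in the single-dose calcium agonist read, cut at about 30% in these data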; also: 0% is about no effect
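Tetracycline-induced HEK293 T-REx cells with force-coupled D2 receptor, plated overnight at 30 C, loaded with no-wash calcium dye. After a 10 s baseline, compound was pin-added and calcium flux read kinetically for 180 s; calcium rises flagged agonists.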
Vif-A3G inh: inhibitors of Vif-APOBEC3G interaction; Potency, µM (top dose mostly 46.1 µM), for the others: at the top dose activity, negative = active, most hits filed as inhibitors; HeLa A3G-eYFP + Vif (tagged APOBEC3G with the HIV-1 protein that degrades it), YFP fluorescence, overnight; Q9HC16; 0.076% of 410,000 active;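 also: potency is read from the fitted curve at half-maximal effect; % is scaled to controls: 0 for no effect and ±100 for the full control effect; nearly all actives have a fitted effect of over 60% in size; hits raise eYFP signal because A3G escapes Vif-driven loss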
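Read-out is eYFP fluorescence (Ex 488/Em 500-530) from Vif-expressing HeLa A3G-eYFP cells; more signal means A3G escaped Vif-mediated degradation. Cells plated overnight, compound pinned in, incubated overnight at 37 deg C.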
Glioma ERSR ind: induces the endoplasmic reticulum stress response in human glioma cells | U87-MG GRP78 promoter luciferase reporter, 16 h | Potency, µM, inactives show top-dose activation, hits mostly activators | 0.02% of 420,000 active | AID 602332; also: potency is read from the fitted curve at half-maximal effect; series mostly up to about 76 µM; % of control where 0% means no effect; nearly all actives have a fitted effect of over 35% in size
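ERSR induction read as luciferase luminescence (Bright-Glo, 10 min at room temperature) in stably transfected human U87-MG glioma cells exposed to compounds for 16 h, using GRP78 as sensor.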
RGS4 inh: human RGS4 inhibition | P49798 | Transcreener GDP fluorescence polarization, RGS4-accelerated GTP hydrolysis | Potency, µM (titrated, usually from 114 µM), without a hit: top-dose activity change, negative = inhibition, actives largely listed as inhibitors | 0.039% of 390,000 active; also: potency is read from the fitted curve at half-maximal effect; % is scaled to controls: 0 for no effect and ±100 for the full control effect; nearly all actives have a fitted effect of over 75% in size; some results filed as inactive show a strong effect at the top dose
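MLSMR compounds (23 nl, pin-transferred) preincubated 10 min at room temperature with a 500nM (2x) first reagent, then RGS4 at 900nM (2x) plus Transcreener GDP mix added; fluorescence polarization (620/688 nm) read before and after 90 min at 30 °C.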
An asterisk follows results filed as active; ? = inconclusive; nt = not tested or not shown; [ ] = remark or other dose. Unless noted, calls follow the shape of the dose curve; as a rule, active = well fitted curve in the direction sought with a large enough effect; inconclusive = small, poorly fitted or top-dose-only effect, or another doubt; inactive = no such curve, though single readings can be large; an effect the other way counts as inactive or inconclusive.

SMILES | ERG Ets-DNA blk | LDHA block | D2 antagonist | Vif-A3F inh | ALOX12 inh | D2 agonist | Vif-A3G inh | Glioma ERSR ind | RGS4 inh
CCn1c(SCC(=O)Nc2ccc3c(c2)OCCO3)nnc1-c1cccs1 | -11% | 4 | 12 | -5% | -6% | -0.5 | 1% | -3% | -10%
COC(=O)c1ccc(CN2CCCC(C(=O)c3ccccc3OC)C2)cc1 (configuration not stated) | 3% | 0 | -13 | -7% | ? | -2.1 | -1% | -5% | 15%
O=C(COC(=O)CNC(=O)C1CCCCC1)Nc1ccc2c(c1)OCCO2 | -17% | -3 | -5 | -2% | -5% | -0.5 | -1% | -1% | -19%
CCOC(=O)/C=C1\SCC(=O)N1CC(=O)Nc1cc(S(=O)(=O)N(C)C)ccc1C | -9% | -6 | nt | -24% | -11% | nt | 2% | -2% | -2%
CCCS(=O)(=O)Nc1ccc(-c2cn3c(n2)SCC3)cc1 | -9% | 3 | -1 | -2% | nt | -0.6 | 1% | -2% | -17%
O=C(c1cc(S(=O)(=O)N2CCOCC2)ccc1Cl)N1CCOCC1 | -7% | -6 | 4 | -10% | 6% | 0.1 | -3% | -5% | 23%
COc1ccc(Br)cc1/C=N/NC(=O)CN1CCCCC1 | -3% | 0 | 3 | -6% | 14% | 0.7 | -7% | -5% | 4%
COc1cccc(C2=C(C(C)=O)Sc3nnc(C4CCCCC4)n3N2C(C)=O)c1 | 7% | 0 | nt | -1% | 4% | 0.8 | 7% | 0% | -9%
Cc1sc(NC(=O)COc2ccc(C(C)(C)C)cc2)c(C(=O)OC(C)C)c1C | 2% | -16 | nt | 5% | -6% | -0.3 | 1% | -1% | 13%
CCCC(=O)N(CCN1CCOCC1)c1nc2c(OC)ccc(C)c2s1 | -3% | -7 | -3 | 4% | 6% | -0.1 | -4% | -1% | 0%
CCOC(=O)N1CCN(C(=O)CSc2nc3c([nH]c4ccccc43)c(=O)n2CC)CC1 | 6% | -4 | nt | -22% | -3% | nt | -1% | -2% | -16%
Cc1cc(C)c(CN2CCN(CCCn3ccc(NC(=O)OCc4ccccc4)nc3=O)CC2)c(C)c1 | -8% | 1 | nt | 6% | ? | nt | 0% | -4% | -28%
COc1cccc(CC(NC(C)=O)C(=O)NC2CCN(c3c(Cc4ccccc4)c(C)nc4ncnn34)CC2)c1 (configuration not stated) | -4% | -14 | -3 | 3% | 2% | 1.8 | 0% | -3% | -1%
Cc1[nH]nc2c1C(c1ccc(OC(=O)c3ccco3)cc1)C(C#N)=C(N)O2 (configuration not stated) | 9% | -3 | -6 | nt | 332%[activator] | -0.3 | -2% | 1% | 3%
COc1ccc(CCN(C)C(=O)CSc2ncnc3sccc23)cc1OC | 8% | -5 | nt | -10% | -1% | nt | -6% | 1% | -40%
CCC(=O)N1CCCc2cc(S(=O)(=O)N3CCC(C(=O)Nc4ccc(F)c(F)c4)CC3)ccc21 | 2% | 3 | nt | -14% | -17% | 0.7 | -5% | -3% | -8%
O=C(NCCCn1ccnc1)C(=O)c1cn(CC(=O)N2CCCCCC2)c2ccccc12 | 2% | -1 | -8 | -1% | 8% | -0.3 | -5% | -4% | -2%
COc1ccccc1CC(NC(C)=O)C(=O)NC1CCN(C(=O)Nc2cccc(F)c2)CC1 (configuration not stated) | -2% | -8 | -4 | -2% | 12% | 1.2 | -2% | -4% | 29%
Cc1noc(C)c1NC(=O)Nc1cccc2c1O[C@H](CN(C)S(=O)(=O)c1cccs1)[C@@H](C)CN([C@H](C)CO)C2=O | 2% | -6 | nt | -6% | -5% | nt | 1% | -1% | 2%
CC(NC(=O)NC1CCCCC1)C(c1cccs1)N1CCN(Cc2ccccc2)CC1 (configuration not stated) | 4% | -1 | 15 | 4% | 24% | 0.1 | -4% | -5% | 10%

Sorted by the number under Vif-A3G inh (high to low): three of the compounds above.
Compound	Vif-A3G inh
Cc1cc(C)c(CN2CCN(CCCn3ccc(NC(=O)OCc4ccccc4)nc3=O)CC2)c(C)c1	0%
O=C(COC(=O)CNC(=O)C1CCCCC1)Nc1ccc2c(c1)OCCO2	-1%
O=C(NCCCn1ccnc1)C(=O)c1cn(CC(=O)N2CCCCCC2)c2ccccc12	-5%

The listing continues.
SMILES | ERG Ets-DNA blk | LDHA block | D2 antagonist | Vif-A3F inh | ALOX12 inh | D2 agonist | Vif-A3G inh | Glioma ERSR ind | RGS4 inh
CC(=O)c1sc(NC(=O)CCCOc2ccc(Cl)cc2)nc1C | 8% | -1 | 10 | 7% | -3% | 1.0 | -3% | 4% | -16%
Cc1cccc(-c2noc(CN(C(C)C)S(=O)(=O)c3ccc(Br)cc3)n2)c1 | 0% | -10 | nt | 2% | -24% | 5.1 | 0% | -3% | 30%
COc1ccc(C)cc1-n1nnnc1SCC(=O)c1ccc2c(c1)OCCO2 | -5% | 4 | 8 | -1% | 0% | 1.6 | 2% | 0% | -6%
CC/C(CC(=O)C(F)(F)F)=N\NC(=O)/C(C#N)=C/N(C)C | 9% | -8 | -10 | -9% | 11% | -1.7 | -2% | -4% | -19%
COc1ccccc1C(N)=S | 12% | -9 | -13 | 3% | -28% | 0.8 | 0% | -1% | -7%
Cc1ccc(S(=O)(=O)N2CCC(C(N)=O)CC2)cc1[N+](=O)[O-] | -8% | -4 | -14 | -11% | 8% | -0.6 | 4% | 0% | -18%
CCOc1ccccc1NC(=O)CSc1nnc(CNC(=O)COc2ccc(Cl)cc2)o1 | 1% | -5 | 2 | -1% | 0% | -1.3 | 2% | -1% | -23%
CNNC(=O)C(=O)NNS(=O)(=O)c1ccccc1 | -1% | -1 | -13 | 0% | -3% | 1.2 | -3% | -3% | 18%
Cc1c(NC(=O)C(C)Oc2cccc(Cl)c2)c(=O)n(-c2ccccc2)n1C (configuration not stated) | -11% | -1 | -1 | -17% | 3% | 0.8 | 0% | -5% | 2%
CCc1ccccc1NC(=O)c1ccc(CN2C(=O)CCn3nc(C)cc32)cc1 | -3% | -3 | nt | -14% | -12% | 0.6 | -3% | -3% | -4%

Given with tabs: part of the list above.
structure	ERG Ets-DNA blk	LDHA block	D2 antagonist	Vif-A3F inh	ALOX12 inh	D2 agonist	Vif-A3G inh	Glioma ERSR ind	RGS4 inh
CC(=O)c1sc(NC(=O)CCCOc2ccc(Cl)cc2)nc1C	8%	-1	10	7%	-3%	1.0	-3%	4%	-16%
Cc1c(NC(=O)C(C)Oc2cccc(Cl)c2)c(=O)n(-c2ccccc2)n1C (configuration not stated)	-11%	-1	-1	-17%	3%	0.8	0%	-5%	2%
COc1ccc(C)cc1-n1nnnc1SCC(=O)c1ccc2c(c1)OCCO2	-5%	4	8	-1%	0%	1.6	2%	0%	-6%

(next part)
SMILES | ERG Ets-DNA blk | LDHA block | D2 antagonist | Vif-A3F inh | ALOX12 inh | D2 agonist | Vif-A3G inh | Glioma ERSR ind | RGS4 inh
COc1cccc(/C=N/NC(=O)Cn2ccnc2C)c1 | -2% | -7 | 1 | 2% | -15% | 0.2 | 0% | -2% | 13%
O=C(OCCNc1nc(-c2ccccc2)nc2ccccc12)c1cccnc1 | 3% | -1 | -24 | 10% | -15% | -1.3 | 2% | 4% | 3%
Cn1c(=O)c2c(nc(NC3CCCCC3)n2Cc2ccccc2)n(C)c1=O | -1% | -6 | 2 | 0% | 2% | -1.6 | -1% | 1% | 5%
CNc1nc(-c2c[nH]c3ccccc23)cs1 | 6% | 9 | nt | 4% | ? | nt | -7% | -5% | -47%[11.4 µM]
CC(C)c1ccc(/C=N/NC(=O)c2c(Cl)cnn2C)cc1 | -1% | -1 | nt | 4% | -2% | nt | -1% | -1% | 3%
COc1cccc2c1Oc1ncccc1N(c1ccc(C(=O)NCc3ccccc3Cl)s1)C2 | 10% | -4 | nt | 1% | -7% | -0.2 | -5% | -4% | -3%
CCc1cc2c(=O)c(-c3ccc4c(c3)OCCO4)coc2c(CN2CCCCC2C)c1O (configuration not stated) | 1% | -14 | -17 | -12% | -15% | -1.1 | -14% | -2% | 6%
O=C(CSc1cccc2cccnc12)N1CCCC1 | 7% | 12 | 7 | -11% | -13% | -0.3 | ? | 2% | -40%[11.4 µM]
COc1ccc(C(=O)NC2CCCc3c2cnn3-c2cc(F)cc(F)c2)c(OC)n1 (configuration not stated) | -6% | -1 | -1 | 2% | -19% | 1.1 | 3% | 2% | -4%[11.4 µM]
CCOc1ccc(N2C(=O)NC(Cc3c[nH]c4ccccc34)C2=O)cc1 (configuration not stated) | 3% | -5 | -3 | -8% | 96%[activator] | 1.9 | 0% | 3% | -18%
Cc1ccc(C2=Nc3ccccc3N(CC(=O)Nc3cccc(F)c3)C(=O)C2)cc1C | -3% | -2 | nt | 0% | -21% | -0.2 | 0% | 2% | -28%
COc1ccc(C2CC(=O)c3cnc(Nc4cc(C)cc(C)c4)nc3C2)cc1 (configuration not stated) | 3% | -2 | 2 | -14% | -6% | 0.0 | 7% | 5% | -41%

Assay outcomes from PubChem BioAssay.

These rows are one share of the data. The share of hits here may be higher or lower than overall.
